Epigenetic derep = derepresses silenced GFP reporter in murine cells; murine LDR cells, GFP reporter derepression, 30 h; Potency, µM (doses to about 53.9 µM), for the others: at the top dose GFP activation, actives largely listed as activators; 0.2% of 280,000 active; AID 1865; also: % of control where 0% means no effect; nearly all actives have a fitted effect of over 60% in size
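Derepression of a silenced CMV-GFP reporter in murine LDR cells is scored by enumerating GFP-positive cells with a laser-scanning microplate cytometer after 30 hours of treatment at 37 C.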
GAA inh = alpha-glucosidase (human) inhibition. purified human GAA, 4-MU-alpha-glucoside fluorescence. Potency, µM (titrated, usually from 76.9 µM), for the others: top-dose activity change, negative = inhibition, usual class: inhibitors. 0.005% of 200,000 active. AID 1466;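 also: plate controls were uninhibited enzyme wells for no effect and no-enzyme background for full effect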
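Activity normalized between no-enzyme (basal) and enzyme-only wells. Conditions: 4 nM human enzyme, 400 uM fluorogenic substrate, citrate/phosphate pH 5.0 with Tween-20, 20 min room temperature, compounds up to 77 uM.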
aGlu spleen mod = lysosomal alpha-glucosidase (human) modulation | 0.006% of 240,000 active | Potency, µM (doses to about 79.9 µM), without a hit: at the top dose activity change, negative = inhibition, hits mostly inhibitors | human spleen homogenate, 4-MU-alpha-glucoside fluorescence;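 also: 0% = enzyme with vehicle and -100% = no enzyme basal signal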
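Compounds were titrated against alpha-glucosidase in spleen homogenate at pH 5.0, with 1 mM 4-methylumbelliferyl substrate for 40 min at 37 C. Reactions were quenched with pH 10 NaOH/glycine and fluorescence measured.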
Tau fluor counter = counter-screen for tau fibril formation inhibitors; 0.93% of 280,000 active; tau K18 P301L (four-repeat tau fragment) Alexa594 fluorescence, heparin fibrillization; Potency, µM (series often up to 57.7 µM), for inactives: at the top dose activity change, negative = decrease; also: % is scaled to controls: 0 for no effect and ±100 for the full control effect; nearly all actives have a fitted effect of over 55% in size
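Human K18 P301L tau (15 uM unlabeled plus 0.24 uM Alexa 594-labeled, final) in 100 mM sodium acetate pH 7 was mixed with compound and 20 uM heparin and incubated 6 hr at 37 C.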
GAA glycogen = GAA glycogen-cleavage inhibition or activation | recombinant GAA, glycogen substrate, Amplex Red glucose oxidase fluorescence | 0.38% of 300,000 active | Potency, µM (series often up to 76.4 µM), for inactives: at the highest dose activity change, negative = inhibition, hits mostly inhibitors | AID 2100;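 also: 0% = full enzyme reaction and -100% = no-enzyme basal signal; the screen sought inhibitors and activators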
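Natural-substrate format: glycogen cleavage by 4 nM human enzyme, glucose read by Amplex Red coupling (Ex 573, Em 610 nm). Normalized to enzyme and no-enzyme controls.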
GLA spleen mod = inhibitors or activators of human alpha-galactosidase in spleen homogenate; P06280; AID 2107; human spleen homogenate, 4MU-alpha-Gal fluorescence, 40 min; 0.008% of 240,000 active; Potency, µM (titrated, usually from 80 µM), for the others: at the highest dose activity change, negative = inhibition, actives largely listed as inhibitors;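 also: 0% = enzyme with vehicle and -100% = no enzyme basal signal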
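Spleen homogenate 1 ug + cpd (titration) + 4-MU-alpha-D-galactopyranoside 1 mM; 37C 40 min; 50 mM citrate/phosphate pH 5.0, 0.01% Tween-20; stop pH 10; fluorescence 365/440; AC50 via Hill.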
ALDH1A1 block = inhibitors of human aldehyde dehydrogenase 1A1. 7.3% of 220,000 active. Potency, µM (doses to about 75.3 µM), for inactives: at the highest dose activity, negative = inhibition, actives largely listed as inhibitors. Purified ALDH1A1, NADH fluorescence, propionaldehyde substrate. AID 1030. P00352; active = well fitted inhibition curve with a large enough effect, not every such curve was filed as active; inconclusive = small, poorly fitted or top-dose-only effect, or another doubt; inactive = no such curve, though single readings can be large or run the other way;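 also: plate controls were no enzyme wells and a reference inhibitor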
Target sequence (P00352 whole entry, looked up): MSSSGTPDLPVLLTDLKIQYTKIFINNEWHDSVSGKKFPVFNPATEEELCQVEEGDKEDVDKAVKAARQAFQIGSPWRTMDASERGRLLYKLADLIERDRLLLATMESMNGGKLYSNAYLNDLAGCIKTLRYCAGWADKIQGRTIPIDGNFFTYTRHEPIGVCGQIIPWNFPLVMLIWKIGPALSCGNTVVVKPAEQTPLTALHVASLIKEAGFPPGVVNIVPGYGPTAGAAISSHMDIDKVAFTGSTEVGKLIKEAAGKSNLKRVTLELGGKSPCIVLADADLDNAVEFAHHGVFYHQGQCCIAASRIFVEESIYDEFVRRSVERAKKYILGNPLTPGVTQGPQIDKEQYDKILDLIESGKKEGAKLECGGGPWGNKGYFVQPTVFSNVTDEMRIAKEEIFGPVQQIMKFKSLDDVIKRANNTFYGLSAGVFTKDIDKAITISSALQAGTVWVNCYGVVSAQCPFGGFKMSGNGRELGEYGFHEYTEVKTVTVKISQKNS
NPSR antag = blocks cAMP signaling of the human neuropeptide S receptor; CHO-NPSR cells, cAMP TR-FRET, antagonist mode; Potency, µM (series often up to 38.3 µM), inactives show at the highest dose activity change, negative = inhibition, usual class: inhibitors; 1% of 220,000 active; Q6W5P4; also: % is scaled to controls: 0 for no effect and ±100 for the full control effect; nearly all actives have a fitted effect of over 50% in size; many of its hits are not listed in these tables
Target sequence (Q6W5P4 whole entry, looked up): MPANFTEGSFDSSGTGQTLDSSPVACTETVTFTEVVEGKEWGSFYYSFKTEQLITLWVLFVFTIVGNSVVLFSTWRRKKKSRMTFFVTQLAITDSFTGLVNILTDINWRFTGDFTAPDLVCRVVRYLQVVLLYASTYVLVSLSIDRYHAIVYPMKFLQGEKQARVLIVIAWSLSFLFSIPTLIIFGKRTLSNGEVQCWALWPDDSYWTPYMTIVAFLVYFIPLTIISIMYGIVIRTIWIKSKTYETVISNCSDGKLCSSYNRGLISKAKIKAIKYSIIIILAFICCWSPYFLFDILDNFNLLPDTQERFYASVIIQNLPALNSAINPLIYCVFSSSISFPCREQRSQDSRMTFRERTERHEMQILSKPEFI
Starred values were filed as active, the others as inactive; u = inconclusive; x = no result given; & = joins results of further samples; [ ] = remark or other dose. Unless noted, calls follow the shape of the dose curve; as a rule, active = well fitted curve in the direction sought with a large enough effect; inconclusive = small, poorly fitted or top-dose-only effect, or another doubt; inactive = no such curve, though single readings can be large; an effect the other way counts as inactive or inconclusive. Potency is read from the fitted curve at half-maximal effect. Some of the compounds tested; count on the stated rates, not on these rows.

SMILES | Epigenetic derep | GAA inh | aGlu spleen mod | Tau fluor counter | GAA glycogen | GLA spleen mod | ALDH1A1 block | NPSR antag
Cn1c(NNC(=O)/C=C/c2ccc3c(c2)OCO3)cc(=O)n(C)c1=O | 0.0% | x | -16% | 4% | u | -7% | x | 6%
COc1ccc(OCCSc2nnc(-c3ccoc3C)n2C)cc1 | 3.9% | 1% | -4% | 3% | -1% | -7% | -6% | -8%[46.1 µM]
O=C(O)CCC(=O)N(Cc1cccnc1)Cc1cccc(F)c1 | -1.7% | 1% | -12% | 2% | 8% | -14% | 3% | -1%[46.1 µM]
CC1CC(C)CN(C(=O)c2ccc(CSc3nc4ccncc4[nH]3)cc2)C1 (stereo unspecified) | 3.8% | -2% | 0% | -7% | 0% | -1% | 0% | 5%
O=C(CSc1nnc(-c2ccc3c(c2)OCO3)n1-c1ccccc1)c1ccccc1 | 2.1% | -4% | -2% | -6% | -2% | -3% | -6% | 0%
CC(OC(=O)CC(NC(=O)c1ccccc1Cl)c1ccccc1)C(=O)Nc1cccc(Cl)c1Cl (stereo unspecified) | -3.0% | -6% | 3% | -20% | 3% | 4% | -1% | -33%
C=COCC1CN2C(CCC(C)C2c2ccc(Br)cc2)C(=O)O1 (stereo unspecified) | 0.0%&0.0%[10.1 µM] | x | 1%&-1%[17.4 µM] | -9%&-8%[11.6 µM] | x | 13%&-4%[17.5 µM] | 7%&1%[13.5 µM] | x
COC(=O)N=Nc1c(O)n(Cc2ccccc2)c2ccccc12 | -4.4% | x | -1% | -14% | -3% | 2% | x | -34%
CCn1nc(C(=O)Nc2ccccc2C)c(Cl)c1Cl | 7.6% | -9% | 1% | -8% | -3% | 2% | -7% | -13%[46.1 µM]
CN(C)c1nc(C=C(C#N)C#N)c(Cl)n1-c1ccc(F)cc1 | 4.0% | -5% | -2% | -29% | 3% | -7% | -8% | -28%
S=C(NCCCN1CCOCC1)Nc1cccc(-c2nnc3n2CCCCC3)c1 | -0.9% | -4% | 7% | -2% | -13% | -1% | -14% | 24%
O=C1CC(N2CCN(c3ccc(Cl)c(Cl)c3)CC2)C(=O)N1 (stereo unspecified) | -1.0% | 4% | 8% | -1% | -1% | 4% | u | 19%[46.1 µM]

In the list so far, two contain fluorine:
SMILES | Epigenetic derep | GAA inh | aGlu spleen mod | Tau fluor counter | GAA glycogen | GLA spleen mod | ALDH1A1 block | NPSR antag
O=C(O)CCC(=O)N(Cc1cccnc1)Cc1cccc(F)c1 | -1.7% | 1% | -12% | 2% | 8% | -14% | 3% | -1%[46.1 µM]
CN(C)c1nc(C=C(C#N)C#N)c(Cl)n1-c1ccc(F)cc1 | 4.0% | -5% | -2% | -29% | 3% | -7% | -8% | -28%

Back to the main list with the 4 entries that preceded the break.
SMILES | Epigenetic derep | GAA inh | aGlu spleen mod | Tau fluor counter | GAA glycogen | GLA spleen mod | ALDH1A1 block | NPSR antag
CCn1nc(C(=O)Nc2ccccc2C)c(Cl)c1Cl | 7.6% | -9% | 1% | -8% | -3% | 2% | -7% | -13%[46.1 µM]
CN(C)c1nc(C=C(C#N)C#N)c(Cl)n1-c1ccc(F)cc1 | 4.0% | -5% | -2% | -29% | 3% | -7% | -8% | -28%
S=C(NCCCN1CCOCC1)Nc1cccc(-c2nnc3n2CCCCC3)c1 | -0.9% | -4% | 7% | -2% | -13% | -1% | -14% | 24%
O=C1CC(N2CCN(c3ccc(Cl)c(Cl)c3)CC2)C(=O)N1 (stereo unspecified) | -1.0% | 4% | 8% | -1% | -1% | 4% | u | 19%[46.1 µM]
COc1ccc(OC)c(NC(=O)Cc2coc3cc(C)cc(C)c23)c1 | -1.0% | 1% | -2% | -23% | 4% | 2% | 16% | -21%[46.1 µM]
Cc1[nH]c2ccccc2c1C(=O)COC(=O)CCS(=O)(=O)c1ccccc1Cl | -1.3% | 1% | 2% | -29% | -4% | 5% | -12% | 4%
O=C1CCc2cc(S(=O)(=O)N3CCN(c4cccc(C(F)(F)F)c4)CC3)ccc2N1 | -2.3% | -4% | -3% | -4% | -5% | 4% | -2% | -1%[46.1 µM]
O=C(/C=C/c1ccc2c(c1)OCO2)Nc1cccnc1 | 10% | 3% | 4% | -13% | 5% | 5% | u | -5%
Brc1ccccc1-c1nnc(COc2ncnc3c2cnn3-c2ccccc2)o1 | -1.1% | 4% | -1% | -25% | 6% | 3% | u | -24%[46.1 µM]
O=C(c1ccco1)N1CCN(C(=O)C2CC(c3ccc(Cl)c(Cl)c3)=NO2)CC1 (stereo unspecified) | -1.1% | -1% | -3% | -4% | -4% | -1% | -10% | -11%[46.1 µM]
COC(=O)CCCC1=CC2=CC(=O)C(C)(OC(=O)c3cccs3)C(=O)C2=CN1CCN1CCOCC1 (stereo unspecified) | -2.3% | x | -5%[17.4 µM] | -13%[11.6 µM] | 2% | -1%[17.5 µM] | 1%[13.5 µM] | 9%
CCOC(=O)COC(=O)c1ccc(Oc2cc(C)nc(SC)n2)cc1 | -0.3% | -13% | -10% | -13% | -6% | 19% | 10% | -14%[46.1 µM]
COCCOC(=O)c1c(NC(=O)CNc2ccc(C)c(F)c2)sc(C(N)=O)c1C | -0.8% | -2%[15.4 µM] | -15% | -7% | 3% | -1% | u | -4%
COc1ccc(/C=C/C(=O)N(CC(C)C)CC(C)C)cc1Br | -7.0% | 0% | -3% | -11% | -2% | -4% | u | -24%[46.1 µM]
COC(=O)c1ccc(OC)c(CSc2nnc(COc3cccc(C)c3)o2)c1 | 1.0% | 2% | -11% | -22% | -6% | 1% | 4% | -22%[46.1 µM]
Cc1cccc(C(=O)Oc2ccc(/C=N/NC(=O)Cc3ccc([N+](=O)[O-])cc3)cc2)c1 | -1.1% | 5% | -23% | -17% | 13% | -9% | 16% | -10%
CCOC(=O)c1sc(Nc2ccc(F)cc2)nc1C | -1.1% | 5% | -15% | -25% | 7% | 6% | u | -23%
Cc1ccc(C(=O)Nc2nc3ccccc3s2)s1 | -4.6% | -4% | -4% | -25% | 1% | -4% | u | -39%[46.1 µM]
Cc1ccc(-c2nnn(C/C(N)=N/O)n2)cc1 | u | 11% | -3% | -16% | -10% | 2% | 11% | 11%
COc1ccc(C(=O)COC(=O)CNC(=O)C2CCCCC2)c(OC)c1 | -1.0% | -5% | 5% | 2% | -7% | -4% | u | -8%[46.1 µM]
Cc1ccc2cc(C(=O)O)c(C)nc2c1 | 0.9% | 5% | -9% | -1% | 9% | 2% | u | -11%[46.1 µM]
O=C1CCCC1C(O)c1ccc2ccccc2c1 (stereo unspecified) | 0.8% | x | 5% | u | x | 1% | 5% | x
COc1ccc2cc(C(=O)C3CCCN(C(=O)c4snnc4C)C3)ccc2c1 (stereo unspecified) | 6.6% | -13% | 0% | -10% | 3% | -1% | u | 10%
CCCCN(CC)S(=O)(=O)c1ccc2c(c1)n(C)c(=O)c(=O)n2C | 1.1% | x | -8% | -2% | -4% | 5% | x | -3%
Cc1nn(Cc2c(Cl)cccc2Cl)c(C)c1NC(=O)CCCn1nc([N+](=O)[O-])c(Cl)c1C | -1.0% | 3% | -1% | -9% | 9% | 1% | 6.3µM* | -16%
CN1CCC(N2CCN(c3cccc(C(F)(F)F)c3)CC2)CC1 | -1.0% | -4% | 2% | -1% | -1% | 3% | u | -1%[46.1 µM]
CN(C)/C=N/c1c(C#N)cnn1-c1ncnc2sc(-c3ccccc3)cc12 | -4.1% | 0% | 4% | -25% | -11% | 9% | u | u
COc1cc(/C=C(\C#N)c2nc3ccccc3[nH]2)cc(Br)c1OCc1ccc(F)cc1 | u | 2% | 3% | u | 1% | 1% | u | 5µM*
Cn1nc(C(=O)NCc2cccnc2)c2ccccc2c1=O | 0.4% | u | -7% | 4% | 7% | -8% | 9% | -9%[46.1 µM]
O=C(Nc1ccccc1)C1C2/C=C\CCCCC21 (stereo unspecified) | -0.1% | 3% | 3% | -10% | -1% | 8% | 0% | -16%
Cc1sc2nc3c(C(=O)N4CCN(c5ccccn5)CC4)cccn3c(=O)c2c1C | -2.7% | -3% | -2% | -6% | -15% | -7% | -3% | 5%[46.1 µM]
COc1ccc(CN2CCN(CCC(C)C)C(CCO)C2)cc1Cn1cncn1 (stereo unspecified) | 0.1% | 3% | 10% | -11% | -4% | 2% | -1% | -9%
Cc1ccc(NC(=O)Cn2cnc3ccccc32)cc1C | 0.0% | -4% | 7% | -9% | 2% | 2% | -1% | 25%
O=C(O)CCc1nn2c3ccccc3n(CC(=O)c3cccs3)c2nc1=O | -0.2% | 0% | -11% | -7% | 5% | 8% | u | 15%
CCNc1ccc([N+](=O)[O-])cc1 | -1.0% | x | 0% | -11% | 6% | -5% | x | -8%
COc1ccc(NC(=O)CCC(=O)Nc2nnc(C(F)(F)F)s2)c(OC)c1 | -1.3% | -2% | 0% | -13% | -3% | 12% | 6% | -9%[46.1 µM]
CCCn1c(CCC(=O)O)ccc1-c1cccs1 | 0.0% | -2% | -2% | -1% | u | 15% | u | -24%[46.1 µM]

Some values from the entries so far.
`COc1ccc(NC(=O)CCC(=O)Nc2nnc(C(F)(F)F)s2)c(OC)c1` – NPSR antag = -9%[46.1 µM]
`O=C(O)CCc1nn2c3ccccc3n(CC(=O)c3cccs3)c2nc1=O` – Epigenetic derep = -0.2%

Screening data: PubChem BioAssay, National Center for Advancing Translational Sciences (NCATS)
